Bioassay records deposited in PubChem BioAssay by Johns Hopkins Ion Channel Center.
CHT PAM = CHT positive allosteric modulators, primary screen, cell-based, membrane potential dye, choline EC20 | High affinity choline transporter 1 (Homo sapiens), Q9GZV3 | CHT-expressing cells; stronger effect = higher value; LV-AA mutant CHT in HEK293 cells | B-score at 10 µM | 0.49% of 310,000 active;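 active = initial fluorescence not abnormally high and integrated response B-score, plate-corrected, over 3 SD above library mean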
Target sequence (Q9GZV3 whole entry, looked up): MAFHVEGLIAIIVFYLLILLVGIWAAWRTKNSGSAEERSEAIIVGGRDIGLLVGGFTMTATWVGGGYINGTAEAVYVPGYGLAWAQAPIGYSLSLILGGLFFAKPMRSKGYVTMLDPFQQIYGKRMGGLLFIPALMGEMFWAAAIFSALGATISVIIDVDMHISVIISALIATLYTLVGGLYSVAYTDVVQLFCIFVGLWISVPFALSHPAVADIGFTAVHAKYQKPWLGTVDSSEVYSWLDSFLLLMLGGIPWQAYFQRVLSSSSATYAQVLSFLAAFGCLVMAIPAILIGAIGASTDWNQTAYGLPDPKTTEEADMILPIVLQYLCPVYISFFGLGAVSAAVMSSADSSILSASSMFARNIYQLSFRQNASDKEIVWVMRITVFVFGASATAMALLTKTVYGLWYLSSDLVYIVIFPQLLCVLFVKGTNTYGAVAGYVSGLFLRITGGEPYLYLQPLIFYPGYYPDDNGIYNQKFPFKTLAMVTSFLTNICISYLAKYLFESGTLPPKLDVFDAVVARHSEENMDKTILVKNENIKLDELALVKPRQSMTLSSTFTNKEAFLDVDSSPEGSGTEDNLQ
CHT block = inhibitors of human choline transporter CHT | High affinity choline transporter 1 (Homo sapiens), Q9GZV3 | B-score at 10 µM | CHT-expressing cells, membrane potential dye, choline response; stronger effect = lower value | 0.86% of 310,000 active;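 active = B-score over 3 SD under the library average, and starting fluorescence ratio not unusually high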;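 note: choline stimulus applied at its EC90 after an EC20 pre-addition; B-score computed on integrated fluorescence ratio after choline addition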
Calls only; i = inactive.

SMILES	CHT PAM	CHT block
O=C(CCCN=C1NS(=O)(=O)c2ccccc21)OCc1cc([N+](=O)[O-])cc2c1OCOC2	i	i
CC(C)c1cc(C(=O)N2CCCC(CCC(=O)NCc3ccccc3F)C2)n(C)n1 (centres undefined)	i	i
O=C(CSc1nc2ccccc2[nH]1)c1ccccc1F	i	i
O=C(NCCCN1CCN(CCCNC(=O)c2cccc(Cl)c2)CC1)c1cccc(Cl)c1	i	i
COc1cnc(-c2ccccn2)nc1Sc1ccc(F)cc1	i	i
O=C(NC1CCS(=O)(=O)C1)C1CCCN(S(=O)(=O)c2ccc(Cl)cc2)C1 (centres undefined)	i	i
CN1CCNC(=O)C1CC(=O)N1CC=C(c2ccc(F)cc2)CC1 (centres undefined)	i	i
COc1cccc(C(=O)Nc2cccc3ccccc23)c1	i	i
O=C(Nc1ccon1)c1ccc(S(=O)(=O)N2CCOCC2)cc1	i	i
CC(C)NC(=S)N1CCN(S(C)(=O)=O)CC1	i	i
O=C1/C(=C\c2cccc(O)c2)SC(=S)N1Cc1ccccc1	i	i
Cc1cccc(OCCCC(=O)Nc2ccc(N3CCCCC3)cc2)c1C	i	i
O=C(Cn1c(=O)oc2ccccc21)N(Cc1ccccc1)C1CCS(=O)(=O)C1 (centres undefined)	i	i
CCc1nc2ccc(C(=O)N3CCN(c4ccc(Cl)cc4)CC3)cc2nc1CC	i	i
Cc1cccc(OCC(=O)Nc2ccc3c(c2)C(=O)NC3=O)c1	i	i
COc1ccccc1-c1nc(SC)n[nH]1	i	i
CCc1ccccc1OCC(=O)Nc1ccc2c(c1)OCCO2	i	i
CC(=O)NC1=NC(=O)/C(=C/N2CCOCC2)S1	i	i
CCOc1ncccc1C(=O)N1CCN(S(=O)(=O)c2ccccc2)CC1	i	i
CC(NC(=O)NC12CC3CC(CC(C3)C1)C2)C1CCCO1 (centres undefined)	i	i
O/N=C(/CCc1ccccc1)C1(O)CCCCC1	i	i
O=C(NC(=S)N1CCCC1)c1ccccc1Cl	i	i
COc1ccc(/C(O)=C2/C(=O)C(=O)N(CCN(C)C)C2c2cccnc2)cc1OC (centres undefined)	i	i
C/C(=N\NC(=O)CC#N)c1cc2ccc(O)cc2oc1=O	i	i
Cc1nn(-c2ccccc2)c(Cl)c1/C=N/NC(=O)c1ccco1	i	i
CCc1cc2c(C)ccc(C)c2nc1SCC(=O)Nc1c[nH]c(=O)[nH]c1=O	i	i
CC(=O)Nc1ccccc1O	i	i
Cc1cc(Cn2nc(-c3ccccc3)cc2C(=O)NCc2cccc(C(F)(F)F)c2)on1	i	i
CC(Oc1cccc(Cl)c1)C(=O)Nc1cc(S(=O)(=O)N2CCCCC2)ccc1N1CCOCC1 (centres undefined)	i	i
CC(C)CC(NS(=O)(=O)c1ccc2c(c1)oc(=O)n2C)C(=O)NCc1cccnc1 (centres undefined)	i	i
C=C(C)COc1ccc(-c2n[nH]c(C)c2-c2ccc(Br)cc2)c(O)c1	i	i
COc1ccc(C(=O)n2nc(-c3ccc(OC)cc3)nc2N)cc1	i	i
CCOc1cc(C)c(Cl)cc1S(=O)(=O)NCc1ccco1	i	i
CCOC(=O)CSc1nnc(-c2cccc(Br)c2)o1	i	i
COC(=O)CN1CCN(C(c2ccccc2)c2ccccc2)CC1	i	i
Cc1ccc(NC(=O)C(C)c2ccc(-c3ccccc3)c(F)c2)c(C)c1 (centres undefined)	i	i
CCCCC(=O)Nc1ccc(C(=O)NNC(=O)CCCOc2ccc(Cl)cc2Cl)cc1	i	i
CC1CN(c2sc(S(C)(=O)=O)nc2S(=O)(=O)c2ccc(Cl)cc2)CC(C)O1 (centres undefined)	i	i
Cc1cc(C)c(OCCN2CCCC2)c(Cl)c1	i	i
COc1ccc(CCn2cnc(=O)c(C#N)c2C)cc1OC	i	i

Reformatted with bars between the fields: part of the list above
mol | CHT PAM | CHT block
O/N=C(/CCc1ccccc1)C1(O)CCCCC1 | i | i
O=C(NC(=S)N1CCCC1)c1ccccc1Cl | i | i

The list continues.
SMILES	CHT PAM	CHT block
CC(C)(C)C(C(=O)O)N1CCS(=O)(=O)CC1 (centres undefined)	i	i
Cc1nc(C(F)(F)F)c(C(=O)N=CN(C)C)s1	i	i
Cc1ccc(S(=O)(=O)CCC(=O)OC(C)C(=O)c2c(C)[nH]c3ccccc23)cc1 (centres undefined)	i	i
CSc1ccccc1-n1nnnc1SCC(=O)Nc1ccccc1C	i	i
O=C(N/N=C/c1cccc(OC(=O)N2CCOCC2)c1)c1cccs1	i	i
Fc1ccc(/C=C\c2nccc3c2[nH]c2ccccc23)cc1	i	i
COc1ccccc1OCC(O)Cn1c(=N)n(CCN2CCCCC2)c2ccccc21 (centres undefined)	i	i
CCNS(=O)(=O)c1ccc(CCC(=O)NCc2ccc(C)cc2)cc1	i	i
CC(=O)C1=C(C)NC(C)=C(C(C)=O)C1c1ccccc1	i	i
CCOC(=O)c1c(S(=O)(=O)NCC(=O)NCc2ccccc2Cl)c(C)n(C)c1C	i	i
COc1ccc(Cc2nc3ccccc3n2CC(=O)N/N=C/c2ccc(O)cc2)cc1OC	i	i
Cn1c(SCC(=O)NCCN2C(=O)CSC2=O)nc2ccccc2c1=O	i	i
O=C(NC1CCCC1)c1c[nH]c2ccc(F)cc2c1=O	i	i
Cc1c(N)cc(C(=O)N2CCOCC2)cc1[N+](=O)[O-]	i	i
CCOC(=O)Cc1csc(NS(=O)(=O)c2ccc(Br)cc2)n1	i	i
Cn1nnc(NC(=S)NC(=O)c2cccs2)n1	i	i
Cc1ccc(-n2cc(-c3ccccc3)[nH]c2=O)cc1F	i	i
Cc1cc(C)cc(-n2ncc3c2CCCC3NC(=O)CCN2CCCC2=O)c1 (centres undefined)	i	i
CCCn1nnc(NC(=O)c2ccco2)n1	i	i
CN(C)S(=O)(=O)c1cccc(C(=O)NCc2ccco2)c1	i	i
CCOC(=O)C1=C(O)/C(=C/c2ccc(OCC(=O)Nc3ccc(C)cc3)cc2)N=C1C	i	i
Cc1cnn(C(=S)NCC2CCCO2)c1 (centres undefined)	i	i
Cc1ccc(S(=O)(=O)NCCNC(=O)c2cc(OCC(F)(F)F)ccc2OCC(F)(F)F)cc1	i	i
Nc1cc(Cl)ccc1N1C(=O)CCC1=O	i	i
COc1ccc(/C=N/NC(=O)CSc2ccccn2)cc1OC	i	i
O=C(Cc1ccc(Br)cc1)Nc1cccc(Cl)c1	i	i
CNC(=O)CSc1nc2cccnc2n1-c1ccc(F)cc1	i	i
CCCn1c(SCC(=O)NCC2CCCO2)nc2c1c(=O)n(C)c(=O)n2C (centres undefined)	i	i
CCOc1cc(/C=C2\SC(=Nc3ccccc3)N(c3ccccc3)C2=O)ccc1OCC(=O)O	i	i
COc1cc(OC)c2ccc(=O)oc2c1C(CCN1CCN(c2ccccc2)CC1)c1ccc(N(C)C)cc1 (centres undefined)	i	i
Cc1ccc(CC2C(=O)N(c3ccccc3)C(=O)C2C)cc1 (centres undefined)	i	i
COc1cc(/C=N/N=C(/N)c2nonc2N)cc(Br)c1OCc1cccc(C)c1	i	i
COC(=O)CN1C(=O)C(C)(C)Oc2ccc(C(=O)Nc3ccccc3F)cc21	i	i
Cc1ccc(C(=O)OCC(=O)N2CCC(Cc3ccccc3)CC2)cc1N	i	i
O=C(/C=C/NCc1cccnc1)c1ccc(Br)cc1	i	i
Cc1ccc(NC(=O)Cn2c(O)c(N=NC(=O)c3ccncc3)c3ccccc32)cc1	i	i
Nc1cnc(Nc2ccc(Br)cc2)nc1N	i	i
CCC(=O)N(Cc1ccco1)c1nc(-c2ccc(OC)cc2)cs1	i	i
COC(=O)C1(c2ccccc2)NC(c2cccs2)C2C(=O)N(c3ccccc3)C(=O)C21 (centres undefined)	i	i
COc1ccc(OC)c(NC(=O)c2oc3ccccc3c2NC(=O)C2CC2)c1	i	i
CCCCN(C)C(=S)Nc1ccc(Oc2ccccc2)cc1	i	i
COC(=O)C12CC3CC(C1)CC(n1cnc(Cl)n1)(C3)C2	i	i
COc1ccc2[nH]c(C(=O)NCc3ccccc3)cc2c1	i	i
CC1CCN(S(=O)(=O)N2CCC(C(=O)NC3CCCC3)CC2)CC1	i	i
C=Cc1ccc(CN2CCCN(Cc3ccc(Cl)cc3)S2(=O)=O)cc1	i	i
COc1ccc(CN(C(=O)c2cc(=O)c3ccccc3o2)C2CCS(=O)(=O)C2)cc1OC (centres undefined)	i	i
CCOc1cc(CNCc2cccs2)ccc1OCC(=O)NC(C)(C)C	i	i
Cc1cc(C(=O)COC(=O)Cn2cnc3c2c(=O)n(C)c(=O)n3C)c(C)n1C	i	i
COc1cccc(C2Cc3ccccc3C(=O)O2)c1 (centres undefined)	i	i
COc1ccccc1/C=C(/CC(=O)NCc1ccc(F)cc1)c1nc2ccccc2s1	i	i
COc1cccc(CNc2nnnn2C)c1OC	i	i
Cc1nc2ccccn2c1C(=O)NNS(=O)(=O)c1ccc(C(C)(C)C)cc1	i	i
CCOC(=O)C1(C)/C(=N/Nc2ccccc2OC)C(=O)C(=O)N1c1ccccc1 (centres undefined)	i	i
COc1cc(/C=C(\NC(C)=O)C(=O)Nc2ccc(NC(C)=O)cc2)ccc1OC(C)=O	i	i
Nc1nc(SCC(=O)Nc2ccc(Br)cc2F)n[nH]1	i	i
O=C(NCCc1ccccc1F)C1CCCN(c2nc3ccccc3s2)C1 (centres undefined)	i	i
Cc1ccc(C)c(Cn2nnc3c(=O)[nH]c(C4CCCN(C(=O)c5cccs5)C4)nc32)c1 (centres undefined)	i	i
O=C(NC(=S)NCc1ccccc1)c1cccc([N+](=O)[O-])c1	i	i
S=C(NCc1ccccc1)Nc1cccc2ccccc12	i	i
CCSc1nc2sc3c(c2c(=O)n1CC)CCC3	i	i

Remaining list, next part
SMILES	CHT PAM	CHT block
CCOC(=O)C1CCN(C(=O)CCS(=O)(=O)c2ccc3c(c2)CCN3C(C)=O)CC1	i	i
O=C(COC(=O)C12CC3CC(CC(C3)C1)C2)Nc1ncc(Cl)cc1Cl	i	i
CCOC(=O)N1CCN(C(=O)COc2ccc3c(c2)C(=O)CC(C)(C)O3)CC1	i	i
Cc1cc(C)nc(-n2nc(C)c3c(C(F)F)cc(C)nc32)n1	i	i
COC(=O)COC(=O)c1ccc(O)cc1	i	i
Cc1ccc(S(=O)(=O)N2CCC3(CC2)OCCN3S(=O)(=O)c2c(C)cc(C)cc2C)cc1	i	i
Cc1ccc2nc(NC(=O)CCNS(=O)(=O)c3ccc(Br)s3)sc2c1	i	i
CCOC(=O)NC(=O)C(=CNc1cccc(C)c1)C(=O)NC(=O)OCC	i	i
O=C(Cn1ncc2c(=O)oc3ccccc3c21)NCCc1ccsc1	i	i
O=c1c(Cc2ccc(Cl)cc2Cl)c(O)ccn1Cc1ccc(Cl)cc1	i	i
O=C(Nc1ccccc1OC(F)F)c1oc2ccccc2c1COc1ccccc1	i	i
O=C(O)[C@]1(S(=O)(=O)c2ccccc2)C[C@@H]2ON=C(c3cccc(Br)c3)[C@@H]2C1	i	i
CC(=O)N1CCCc2cc(S(=O)(=O)CCC(=O)N3CCN(c4cccc(C)c4)C(C)C3)ccc21 (centres undefined)	i	i
NC(=O)CSc1ccc(Br)cc1	i	i
CN(C)c1nc(NCc2ccccc2)nc(Oc2ccc(=O)[nH]n2)n1	i	i
CC(C)(C)NC(=O)NC(=O)CN1c2cccc3cccc(c23)S1(=O)=O	i	i
COc1cc(OC)cc(-c2cc3nc4c(c(N5CCN(c6ncccn6)CC5)n3n2)CCCC4)c1	i	i
CCN1C(=O)CSC1=Nc1ccccc1Cl	i	i
CC(C(=O)Nc1ccc(C#N)cc1)N(C)Cc1cccs1 (centres undefined)	i	i
COc1ccc(C)cc1N(CC(=O)NCCSCc1cccc(Cl)c1)S(C)(=O)=O	i	i
CCCCn1c(N)c(N(CC(C)C)C(=O)c2ccc(Cl)c(S(=O)(=O)N3CCCC3)c2)c(=O)[nH]c1=O	i	i
CCn1cc(C(=O)NCCC(=O)NCCCO)c(=O)c2cc3c(cc21)OCO3	i	i
O=C(COc1ccccc1)N1CCN(c2ncnc3c2cnn3-c2ccccc2)CC1	i	i
O=C1CCCC(O)=C1C=Nc1ccc(O)cc1	i	i
CCC(C)OC(=O)C1C(c2ccccc2)C(C(=O)O)C1c1ccccc1 (centres undefined)	i	i
Cc1ccc(C(=O)NCC(=O)N2CCN(c3ncccn3)CC2)s1	i	i
CC(C)COn1c(=S)[nH]c2ccccc2c1=O	i	i
CN(CC(=O)NCCCN1CCOCC1)S(=O)(=O)c1ccc(F)cc1	i	i
O=C(NC(=S)NN1CCCCC1c1cccnc1)c1ccc(Cl)cc1Cl (centres undefined)	i	i

Grouped by structure, the entries above containing an NH in an aromatic ring.
SMILES	CHT PAM	CHT block
O=C(CSc1nc2ccccc2[nH]1)c1ccccc1F	i	i
COc1ccccc1-c1nc(SC)n[nH]1	i	i
CCc1cc2c(C)ccc(C)c2nc1SCC(=O)Nc1c[nH]c(=O)[nH]c1=O	i	i
C=C(C)COc1ccc(-c2n[nH]c(C)c2-c2ccc(Br)cc2)c(O)c1	i	i
Cc1ccc(S(=O)(=O)CCC(=O)OC(C)C(=O)c2c(C)[nH]c3ccccc23)cc1 (centres undefined)	i	i
Fc1ccc(/C=C\c2nccc3c2[nH]c2ccccc23)cc1	i	i
O=C(NC1CCCC1)c1c[nH]c2ccc(F)cc2c1=O	i	i
Cc1ccc(-n2cc(-c3ccccc3)[nH]c2=O)cc1F	i	i
COc1ccc2[nH]c(C(=O)NCc3ccccc3)cc2c1	i	i
Nc1nc(SCC(=O)Nc2ccc(Br)cc2F)n[nH]1	i	i
Cc1ccc(C)c(Cn2nnc3c(=O)[nH]c(C4CCCN(C(=O)c5cccs5)C4)nc32)c1 (centres undefined)	i	i
CN(C)c1nc(NCc2ccccc2)nc(Oc2ccc(=O)[nH]n2)n1	i	i
CCCCn1c(N)c(N(CC(C)C)C(=O)c2ccc(Cl)c(S(=O)(=O)N3CCCC3)c2)c(=O)[nH]c1=O	i	i
CC(C)COn1c(=S)[nH]c2ccccc2c1=O	i	i
